Compound activity as filed in PubChem.
aDG glyco up – activators of alpha-DG glycosylation, primary screen, uHTS, Pro5-aDG cells, AlphaScreen | alpha-DG glycosylation AlphaScreen (IIH6); 0% Pro5, 100% B10-LARGE cell signal | activation, % at 10 µM | actives 0.22% (n = 360,000) | AID 624168, 2012;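 active = activation of at least 8% versus controls, or a plate z-score of at least 8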;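 note: Pro5 are CHO cells carrying HIG-tagged alpha-DG that lacks glycosylation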
ABCB6 inh 2 – ABCB6 transporter inhibitors, primary screen, K562-ABCB6 cells, flow cytometry, MLPCN library. fluorescence ratio to DMSO, % at 10 µM. K562-ABCB6 porphyrin accumulation, 1 h; active compounds read low. ATP-binding cassette sub-family B member 6 (Homo sapiens), Q9NP58. actives 0.19% (n = 360,000);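 active = fluorescence ratio to DMSO below 75%, the collection mean minus 3 SD; inconclusive = too few cells collected in the well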;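 note: signal is porphyrin accumulated inside mitochondria; 100% equals median channel fluorescence of DMSO control wells; lower ratio means ABCB6 inhibition with less porphyrin fluorescence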
Glyco luc inh – increase of ERlucT glycosylation luciferase signal, primary screen, N-linked glycosylation inhibitor project, D54 ERlucT cells, luminescence, set 2 | D54 ERlucT glycosylation luciferase reporter, 24 h; percent of 100 nM tunicamycin response | reporter increase, % at 12.5 µM | actives 0.23% (n = 360,000) | AID 588692, 2011;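 active = mean luciferase reporter signal, scaled so untreated is 0 and the glycosylation-blocking control 100, at or above a set limit in every replicate; inconclusive = mean reaches the limit but not every replicate does; inactive = mean below the limit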;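 note: luciferase carries N-glycosylation sites so blocking glycosylation raises the light; 0% = median of neutral control wells and 100% = median of 100 nM tunicamycin wells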
iPSC survival up – enhancers of single-cell hiPSC survival, primary screen, ATPlite luminescence; actives 0.044% (n = 360,000); survival enhancement, % at 20 µM; 100% = ROCK inhibitor wells, 0% = DMSO; AID 602274, 2012; in the data active = survival enhancement above about 18%;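 note: cells exposed to compounds for 16 hours before the ATP read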
Cardio protect – cardioprotection against H2O2-induced cell death, primary screen, uHTS, H9c2 cells, ATPLite luminescence; H9c2 cardiomyocytes, H2O2 injury protection, 2 h; protection from H2O2 cell death, % at 20 µM; actives 0.63% (n = 360,000); AID 588492, 2011;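 active = compounds giving at least 50% protection of heart cells from peroxide-induced death in the single-dose screen, raw or plate-pattern-corrected value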;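 note: 0% = DMSO wells with peroxide and 100% = DMSO wells without peroxide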
CaV13 FRET inh – Primary screen for inhibitors of IQ motif and Ca2+-dependent inactivation inhibitor domain binding in CACNA1D, Förster resonance energy transfer in living cells, …; HEK cells, CFP/YFP FRET ICDI-IQ, plate reader, 10 min; percent FRET-ratio fall versus neutral wells; inhibition, % at 12.3 µM; actives 0.098% (n = 340,000);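 active = mean replicate inhibition of at least 30% and at least 1% of replicates passing that level; inconclusive = only one of the two criteria is met; inactive = neither criterion is met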;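 note: 0% = median of the neutral control wells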
Granule exo inh – LAMP-1 surface exposure blockers, TALL-104 cells – cell-based, flow cytometry, MLPCN library, primary screen. TALL-104 LAMP-1 surface exposure; cells stimulated with thapsigargin and PMA. AID 651702, 2012. inhibition, % at 10 µM. actives 0.66% (n = 360,000);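 active = inhibition above about 55%, limit read from the data; inconclusive = no clear call, values can overlap the other calls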
m5-HT2A agonist – mouse Htr2a agonists via beta-arrestin recruitment, primary screen, cell-based, luminescence. activation, % at 7.6 µM. AID 624169, 2012. actives 0.66% (n = 360,000). CHO-K1 mHTR2A beta-arrestin complementation; percent of 30 µM serotonin response;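 active = activation above a run cutoff, the mean activation of all tested compounds plus 3 SD, cut at about 14% in these data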;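 note: 0% = plate median of compound wells and 100% = 30 µM serotonin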
Target sequence (P35363 whole entry, looked up): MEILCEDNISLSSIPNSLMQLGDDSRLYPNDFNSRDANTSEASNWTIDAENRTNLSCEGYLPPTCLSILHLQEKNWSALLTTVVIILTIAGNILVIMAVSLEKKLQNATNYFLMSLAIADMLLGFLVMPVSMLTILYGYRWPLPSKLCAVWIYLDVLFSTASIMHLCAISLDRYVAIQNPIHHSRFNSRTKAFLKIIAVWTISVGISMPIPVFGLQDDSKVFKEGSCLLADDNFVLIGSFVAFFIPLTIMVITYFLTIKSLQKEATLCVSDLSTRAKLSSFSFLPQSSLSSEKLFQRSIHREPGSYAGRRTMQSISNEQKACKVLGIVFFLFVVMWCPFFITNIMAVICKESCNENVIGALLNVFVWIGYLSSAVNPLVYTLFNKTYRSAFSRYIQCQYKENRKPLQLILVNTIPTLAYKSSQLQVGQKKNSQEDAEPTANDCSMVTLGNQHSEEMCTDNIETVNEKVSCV
Vif inh – HIV Vif self-association inhibitors, primary screen, imaging, HEK293T, single point | HEK293T cells, Vif self-association by quenched fluorescence, 24 h | inhibition, % at 7.49 µM | actives 0.35% (n = 340,000); in the data active = inhibition above about 50%, passing the limit was not always enough; inconclusive = no clear call, values can overlap the other calls; inactive = below about 31%; note: some results filed as inactive read as strong as hits
PDI inh – inhibitors of human PDI, primary screen, biochemical, turbidity, single point, plate reader; inhibition, % at 10 µM; Protein disulfide-isomerase (Homo sapiens), P07237; PDI insulin aggregation turbidity, A650, 90 min; actives 0.052% (n = 350,000);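 active = mean inhibition across replicates of 30% or more, whatever share of single replicates reach that level; inconclusive = mean inhibition below 30% while every single replicate reaches 30%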;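 note: absorbance from insulin aggregation driven by PDI reduction with DTT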
Target sequence (P07237 whole entry, looked up): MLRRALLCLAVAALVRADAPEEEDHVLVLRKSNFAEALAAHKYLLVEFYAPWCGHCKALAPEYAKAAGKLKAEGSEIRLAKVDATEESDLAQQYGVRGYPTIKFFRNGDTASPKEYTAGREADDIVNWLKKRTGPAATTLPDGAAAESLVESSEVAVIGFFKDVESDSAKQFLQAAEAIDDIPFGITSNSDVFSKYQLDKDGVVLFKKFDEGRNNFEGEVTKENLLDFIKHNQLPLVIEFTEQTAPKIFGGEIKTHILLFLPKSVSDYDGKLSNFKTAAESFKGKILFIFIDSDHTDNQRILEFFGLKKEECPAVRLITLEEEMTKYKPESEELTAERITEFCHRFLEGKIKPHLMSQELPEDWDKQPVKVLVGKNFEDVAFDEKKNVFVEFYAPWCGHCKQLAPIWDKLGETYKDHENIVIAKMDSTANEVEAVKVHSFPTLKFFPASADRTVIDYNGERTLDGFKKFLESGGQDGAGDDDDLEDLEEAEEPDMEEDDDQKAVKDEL
* marks the source's active call; other numbers are inactive results; ? = inconclusive; nt = not tested or not shown. Compounds were not picked by outcome; 3.1% or so of the library scored in one or more.

Sample of the layout (4 entries):
SMILES	aDG glyco up	ABCB6 inh 2	Glyco luc inh	iPSC survival up	Cardio protect	CaV13 FRET inh	Granule exo inh	m5-HT2A agonist	Vif inh	PDI inh
Cc1ccc(CNC(=O)Cn2cnc3c(NCc4ccccc4)ncnc32)o1	0.0	106.0	11.0	-0.6	9.2	-3.8	6.6	0.0	nt	0.8
COc1ccc(Oc2nnc(-c3ccc(C)cc3)c3ccccc23)cc1	0.1	100.0	1.2	1.2	-9.1	-7.0	1.6	-0.6	-1.7	-6.9
COc1cc(C(=O)Nc2nnc(CC(C)C)s2)c([N+](=O)[O-])cc1OC	-0.3	92.0	0.9	-1.5	6.9	-4.7	4.9	2.5	23.5	2.9
Cc1cccc(C(=O)NC2CCN(S(=O)(=O)c3ccccc3F)CC2)c1	0.0	96.0	-2.6	-0.4	3.1	-1.7	2.6	-0.3	-12.1	9.7

The whole of this part (from the top)
SMILES	aDG glyco up	ABCB6 inh 2	Glyco luc inh	iPSC survival up	Cardio protect	CaV13 FRET inh	Granule exo inh	m5-HT2A agonist	Vif inh	PDI inh
Cc1ccc(CNC(=O)Cn2cnc3c(NCc4ccccc4)ncnc32)o1	0.0	106.0	11.0	-0.6	9.2	-3.8	6.6	0.0	nt	0.8
COc1ccc(Oc2nnc(-c3ccc(C)cc3)c3ccccc23)cc1	0.1	100.0	1.2	1.2	-9.1	-7.0	1.6	-0.6	-1.7	-6.9
COc1cc(C(=O)Nc2nnc(CC(C)C)s2)c([N+](=O)[O-])cc1OC	-0.3	92.0	0.9	-1.5	6.9	-4.7	4.9	2.5	23.5	2.9
Cc1cccc(C(=O)NC2CCN(S(=O)(=O)c3ccccc3F)CC2)c1	0.0	96.0	-2.6	-0.4	3.1	-1.7	2.6	-0.3	-12.1	9.7
COc1ccc(Cl)cc1NC(=S)N(Cc1ccccc1C)CC1CCC(C(=O)O)CC1 (centres undefined)	0.0	105.0	-0.2	0.2	6.6	-5.0	1.0	6.2	-17.1	-2.0
Cc1c(Cl)cccc1NC(=O)Nc1ccn(C)n1	-0.3	nt	1.8	1.9	-1.8	nt	-4.2	6.4	-0.8	3.1
CCC1SC2=NC(C)=C(C(=O)OC)C(c3ccc(C)cc3)N2C1=O (centres undefined)	-0.1	107.0	-0.9	-0.7	11.6	nt	-0.7	4.1	-1.7	4.7
Nc1nnc(Cc2cccc(Br)c2)s1	0.1	98.0	-0.6	0.3	0.1	-5.1	4.2	0.9	?	-4.0
OCCN1CCN(c2ncnc3c2ncn3[C@H]2CN(Cc3ccccc3)C[C@@H](CO)O2)CC1	0.0	95.0	3.0	3.9	4.0	-9.9	1.8	-1.5	3.0	9.8
CCN(C(=O)CN1c2ccccc2CC1C)c1c(N)n(Cc2ccccc2)c(=O)[nH]c1=O (centres undefined)	0.2	109.0	-0.1	1.7	-2.1	-5.8	2.2	1.1	0.4	6.0
CCCc1c(O)nc(SCC(=O)NCCc2ccc(OC)c(OC)c2)[nH]c1=O	-0.1	95.0	2.9	4.3	9.1	-5.5	-4.3	2.9	2.9	7.2
COc1ccc(-c2csc(-c3[nH]cnc3N)n2)cc1	0.0	104.0	-0.4	0.2	3.8	-1.3	6.4	-1.8	4.1	0.6
O=C(NCCN1CCOCC1)c1ccccc1N1C(=O)[C@@H]2Cc3c([nH]c4ccccc34)C(c3cccc(Cl)c3)N2C1=O (some centres undefined)	-0.3	107.0	4.0	-0.6	37.3	nt	14.5	-9.2	2.4	nt
CCCCN(c1ccccc1)S(=O)(=O)N(C)C	-0.1	107.0	-1.9	0.6	9.0	-4.2	-1.8	0.7	8.1	3.3
O=c1ccn([C@@H]2O[C@H](COS(=O)(=O)O)[C@@H](O)[C@H]2O)c(=O)[nH]1	0.0	100.0	1.9	-3.1	-8.2	-5.2	46.9	5.9	-4.3	11.1
O=C(CNC(=O)Cn1ccc2ccccc2c1=O)NCCCN1CCCCCC1	0.1	104.0	1.8	-1.2	-1.2	-5.9	-1.8	-6.8	-7.5	-4.6
COc1cc(OC)cc(C(=O)N[C@H](C(=O)OCC(=O)Nc2ccc(C)cc2C)C(C)C)c1	-0.1	92.0	3.4	3.1	0.3	-5.2	-1.5	1.9	5.7	-4.5
CCOc1cc(/C=C2\C(=O)ON=C2c2ccccc2)cc(Br)c1O	-0.2	113.0	1.6	1.2	-16.2	-4.6	-38.4	3.0	nt	-4.9
COc1ccc(-c2nc3cc(NC(=O)c4ccc5c(c4)OCO5)ccc3o2)cc1	0.1	95.0	-1.4	-0.3	-9.9	4.9	-0.8	2.0	8.1	2.4
COc1ccc2c(c1)cc(C(=O)N[C@H](C(=O)N1CCC[C@H]1C(=O)O)C(C)C)n2C	-0.2	99.0	0.0	3.4	-6.8	nt	-6.0	4.6	-9.4	nt
COC(=O)CN1C(=S)N(Cc2ccccc2)C(=O)C1CC(=O)Nc1ccc(Br)cc1 (centres undefined)	0.0	100.0	-1.1	-3.9	2.9	nt	2.0	-0.8	-8.3	13.6
CCN(C[C@H]1N[C@@](C)(C(=O)OC)[C@H]2C(=O)N(Cc3ccccc3)C(=O)[C@@H]12)C(=O)c1ccc(C(C)(C)C)cc1	-0.3	79.0	0.0	-0.3	57.0*	-5.0	-1.8	-1.4	1.3	2.7
O=C(N1CCCCCC1)N1CCN(S(=O)(=O)c2ccccc2)CC1	0.1	102.0	-2.1	0.3	-0.5	-6.0	4.6	-4.3	3.2	1.5
Cc1ccccc1CC(=O)N1CCOCC1	0.0	93.0	1.5	0.3	-2.0	-14.8	2.9	5.4	-1.7	1.1
COc1ccccc1CNC(=O)CS(=O)(=O)Cc1ccccc1	0.0	92.0	-2.4	0.1	-0.1	-5.9	0.9	1.0	2.3	19.4
CC1CN(Cc2ccccc2)c2nc3c(c(=O)n(C)c(=O)n3C)n2C1 (centres undefined)	0.2	94.0	-3.5	-2.3	25.8	-8.0	-0.7	-4.8	-3.7	-0.5
COC(=O)c1ccc(S(=O)(=O)N2CCN(CCO)CC2)n1C	0.1	107.0	1.2	-0.5	-2.0	-2.7	2.9	7.6	12.9	-3.8
Cc1ccc(-c2nnc(OCC3CCCO3)c3ccccc23)cc1 (centres undefined)	0.0	90.0	-6.2	-0.2	-2.9	-20.1	0.6	-6.2	4.0	-4.8
Cc1ccc(Cn2c(C3CCCN3c3nc(-c4ccc(F)cc4)cs3)nc3cc(Cl)c(Cl)cc32)cc1 (centres undefined)	0.9	99.0	-4.1	0.4	12.0	-10.0	2.7	-0.7	4.2	-3.2
O=C1OCC/C1=C\OCCCO/C=C1\CCOC1=O	0.1	102.0	-0.1	0.7	0.8	-4.4	-6.4	-0.1	-0.8	-6.7
CCOc1cc(C)nc(NCCc2ccc(OC)c(OC)c2)n1	0.4	99.0	0.9	-0.5	-5.2	nt	-6.3	7.0	-0.1	-1.9
Cc1ccc(NC(=O)CCS(=O)(=O)c2ccc(Br)cc2)nc1	-0.1	99.0	-2.0	-0.6	1.9	-18.6	-0.8	5.2	-0.6	-20.4
COc1cc2c(cc1NC(=O)COC(=O)CNS(=O)(=O)c1ccc(C)cc1)oc1ccccc12	0.0	104.0	2.8	2.1	-3.1	-18.6	0.1	-7.6	4.7	1.4
CCC(Cc1ccccc1)NC(=O)C1CCN(S(=O)(=O)c2c(C)noc2C)CC1 (centres undefined)	0.3	94.0	1.4	1.5	2.6	-5.1	-4.8	3.0	0.5	-4.0
CC1CCCC(C)N1C(=O)CSc1nnc(CSc2ncccn2)n1C (centres undefined)	-0.2	98.0	-0.2	-0.1	14.1	-7.4	-1.2	2.3	20.9	3.3
Cc1cccc(S(=O)(=O)N(C)C[C@H]2OCc3cnnn3CCCC(=O)N([C@H](C)CO)C[C@@H]2C)c1	-0.1	98.0	-1.5	-2.5	3.2	nt	2.8	-4.2	0.3	-2.7
C[C@@H]1CN([C@H](C)CO)C(=O)c2cc(Br)cnc2O[C@@H]1CN(C)C(=O)C1CCOCC1	-0.4	102.0	0.2	-2.7	9.3	-6.7	25.5	-0.9	nt	-1.1
Cc1cccc(-n2ccc(=O)c(C(=O)Nc3ccc(S(=O)(=O)Nc4onc(C)c4C)cc3)n2)c1	0.1	102.0	2.1	-0.2	-0.9	-5.0	14.1	-0.1	-7.0	-1.1
CCOC(=O)c1cnc2c(Cl)c(Cl)ccc2c1NCCN1CCOCC1	0.2	111.0	-1.8	1.5	-3.9	-3.3	12.2	4.6	-7.0	-9.5
C=C(C)COc1ccc(-c2nc(N)nc(C(F)(F)F)c2-c2ccc(OC)cc2)c(O)c1	-0.3	96.0	-0.7	-0.4	-10.4	-19.1	25.2	-1.4	9.6	6.0
Cc1c(C(=O)NCCSCc2cccc(C(F)(F)F)c2)cnn1-c1ccc(Cl)cc1	0.3	94.0	-2.6	0.1	-6.4	-20.7	-9.5	-4.3	0.0	3.1
O=C(NCc1ccco1)c1ccc2c(c1)N(Cc1ccccc1)C(=O)CS2=O (centres undefined)	0.0	97.0	-2.9	1.7	-1.6	-10.2	1.6	0.8	-2.5	nt
CCCc1cc(-c2nc(-c3ccc(C)cc3)cs2)ccn1	-0.3	101.0	16.2	-1.3	-28.3	-6.2	3.3	-7.0	-5.4	-2.1
Cc1ccoc1C(=O)N1CCN(C(=O)c2occc2C)CC1	-0.1	172.0	1.0	-0.2	0.1	-3.9	-14.6	7.6	7.2	0.7
CCOC(=O)C1=C(C)NC(C)=C(C(=O)OCC)C1/C=C/c1ccccc1	0.0	94.0	3.2	3.3	-5.3	-8.2	8.3	-0.6	4.7	1.2
CN(Cc1ccco1)C(=O)c1ccc(S(=O)(=O)N2CCCCCC2)cc1	-0.2	100.0	0.8	-0.5	-0.4	-5.1	22.7	10.1	6.8	5.8
O=C(CCS(=O)(=O)c1ccc(Br)cc1)N1CCN(c2ccc(Cl)cc2)CC1	1.0	101.0	0.3	-0.7	-9.7	-4.0	2.8	-0.9	-8.3	9.9
CC(=O)c1ccc(NS(=O)(=O)c2ccccc2)cc1	-0.2	97.0	1.9	-1.0	-3.8	-5.8	-2.6	0.2	-7.3	3.6
Cc1cc(NC(=O)COc2c(C)cccc2C)no1	-0.1	99.0	1.2	-0.4	0.6	3.8	-5.6	-0.8	4.6	4.0
COc1ccc(CN(C)C(C)C(=O)Nc2ccc(S(=O)(=O)N3CCOCC3)cc2)c(OC)c1 (centres undefined)	1.9	85.0	0.6	-0.5	-3.4	-0.6	-1.5	5.7	-0.9	-0.2
Cc1c(C2(O)C(=O)Nc3ccc(F)cc32)c(=O)n(-c2ccccc2)n1C (centres undefined)	-0.1	94.0	-0.5	1.5	-1.0	-19.9	-2.8	2.4	4.1	2.8
